High-throughput results: PubChem BioAssay, National Center for Advancing Translational Sciences (NCATS)
Sm TGR inh – qHTS Assay for the Inhibitors of Schistosoma Mansoni Peroxiredoxins | 360,000 tested, 3% active | Schistosoma mansoni thioredoxin glutathione reductase (TGR), Q962Y6 | purified TGR, DTNB reduction, TNB absorbance 405 nm | Potency, µM (top dose mostly 114 µM), inactives show top-dose activity change, negative = inhibition, actives largely listed as inhibitors; further: potency means the concentration at half of the fitted maximal effect; nearly all actives have a fitted effect of over 60% in size
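First, TGR (20 nM dispensed) and NADPH were mixed with compound. Second, a 15 min room-temperature incubation followed. Third, further NADPH and then DTNB were added to start the reaction. Finally, TNB absorbance was monitored kinetically.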
HCMV inh – qHTS Assay for inhibitors of the human cytomegalovirus (HCMV); activity change, negative = inhibition, % at 57.5 µM; HFF cells, HCMV-luciferase reporter, 72 h; stronger effect = lower value; 410,000 tested, 4.5% active; in the data active means activity change below about -60%; inconclusive means no clear call, values can overlap the other calls; inactive means above about -39%
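Human foreskin fibroblasts infected with luciferase-reporter HCMV at MOI 1 PFU/cell, compounds at two doses. Luciferase measured 72 h post infection; normalized to buffer-only basal and Salinomycin (10uM) controls.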
FBPA Giardia inh – qHTS Assay for Inhibitors of Fructose-1,6-bisphosphate Aldolase from Giardia Lamblia | 290,000 tested, 0.71% active | purified Giardia FBPA | Potency, µM (titrated, usually from 59.6 µM), without a hit: at the highest dose activity, negative = inhibition, most hits filed as inhibitors | A8B2U2 | AID 2451, 2010; further: potency means the concentration at half of the fitted maximal effect; nearly all actives have a fitted effect of over 55% in size
Target sequence (A8B2U2 whole entry, looked up): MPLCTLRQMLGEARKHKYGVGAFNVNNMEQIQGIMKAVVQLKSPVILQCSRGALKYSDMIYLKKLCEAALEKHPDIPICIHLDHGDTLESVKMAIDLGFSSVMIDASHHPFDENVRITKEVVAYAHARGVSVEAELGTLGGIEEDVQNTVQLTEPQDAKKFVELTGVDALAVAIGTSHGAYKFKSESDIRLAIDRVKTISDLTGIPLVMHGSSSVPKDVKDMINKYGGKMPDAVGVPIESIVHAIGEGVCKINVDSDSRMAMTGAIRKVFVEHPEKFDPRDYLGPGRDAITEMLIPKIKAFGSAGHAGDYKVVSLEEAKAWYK
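40 nM FBPA preincubated 10 min at RT with compound (up to 57.5 uM final), then substrate plus GAPDH/TPI/NAD/arsenate coupling and diaphorase/resazurin added. Fluorescence read after 20 min at RT, 525/598 nm.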
AmpC no deterg – qHTS Inhibitors of AmpC Beta-Lactamase (assay without detergent). AmpC nitrocefin hydrolysis, absorbance 480 nm, 0.0001% Triton. AID 485341, 2010. P00811. 330,000 tested, 0.52% active. Potency, µM (highest dose often 57.1 µM), inactives show at the highest dose activity change, negative = inhibition, hits mostly inhibitors;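 further: potency means the concentration at half of the fitted maximal effect; plate controls were no compound for no effect and no enzyme for full effect; nearly all actives have a fitted effect of over 20% in size; some results filed as inactive show a strong effect at the top dose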
Target sequence (P00811 whole entry, looked up): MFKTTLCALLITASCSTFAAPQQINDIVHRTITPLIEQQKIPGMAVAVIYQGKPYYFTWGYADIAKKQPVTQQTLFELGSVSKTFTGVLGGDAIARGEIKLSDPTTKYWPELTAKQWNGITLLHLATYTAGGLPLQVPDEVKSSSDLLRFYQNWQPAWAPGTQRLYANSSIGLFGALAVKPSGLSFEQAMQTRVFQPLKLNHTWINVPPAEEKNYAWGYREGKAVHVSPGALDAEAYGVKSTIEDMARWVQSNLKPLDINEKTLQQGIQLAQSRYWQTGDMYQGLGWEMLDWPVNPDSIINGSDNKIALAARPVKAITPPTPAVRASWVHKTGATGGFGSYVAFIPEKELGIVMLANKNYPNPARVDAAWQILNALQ
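20 mM phosphate pH 7.0 + 0.01% (detergent screen) or 0.0001% Triton X-100; 5.3 nM AmpC reagent; cpd preinc 15 min RT; nitrocefin (800 uM stock) to start; A480 q20 s × 4 min; Activity was normalised to no-enzyme and no-compound control wells.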
HCV inhibitor – qHTS Assay for Inhibitors of Hepatitis C Virus (HCV); Huh7.5.1 HCVcc-Cre infection, luciferase reporter, 44 h; Potency, µM (doses to about 41.8 µM), for the others: top-dose activity change, negative = inhibition, actives largely listed as inhibitors; 340,000 tested, 3.4% active; AID 651820, 2012; further: potency means the concentration at half of the fitted maximal effect
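Infectious HCVcc-Cre (~0.5 moi) was added to cells just after compound, with cells seeded 4 h earlier at 1,000 per well. Luciferase activity after 44 h culture reported infection; substrate was incubated 15 min at room temperature before reading.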
AmpC inh detg – qHTS Inhibitors of AmpC Beta-Lactamase (assay with detergent); AmpC hydrolysis of nitrocefin, absorbance 480 nm, 0.01% Triton; Potency, µM (highest dose often 114 µM), without a hit: at the highest dose activity change, negative = inhibition, most hits filed as inhibitors; 370,000 tested, 0.041% active;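 further: potency means the concentration at half of the fitted maximal effect; 0% = no-compound wells and -100% = no-enzyme wells; nearly all actives have a fitted effect of over 25% in size; some results filed as inactive show a strong effect at the top dose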
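AmpC (5.3 nM in the dispensed reagent) in 20 mM phosphate pH 7.0 with 0.01% (detergent screen) or 0.0001% Triton X-100 was preincubated with compounds for 15 min at room temperature. Nitrocefin was then added from an 800 uM solution, and hydrolysis was followed at 480 nm.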
* marks the source's active call; other numbers are inactive results; ? = inconclusive; / = not tested or not shown; & = joins results of further samples; [ ] = another dose, or the depositor's remark. Unless noted, the call rests on the fitted dose curve; in most records, active means well fitted curve in the direction sought with a large enough effect; inconclusive means small, poorly fitted or top-dose-only effect, or another doubt; inactive means no such curve, though single readings can be large; an effect the other way counts as inactive or inconclusive. Unless noted, on the % scale 0 is the no-effect control and ±100 the full control effect.

SMILES	Sm TGR inh	HCMV inh	FBPA Giardia inh	AmpC no deterg	HCV inhibitor	AmpC inh detg
CCOC(=O)CN(C(=O)CSc1nnc(-c2ccncc2)n1CCCN(C)C)c1ccccc1	-7.8%	49.7	?	-23.4%	4.8%&17.6%	-15.4%
O=C(Cn1nc(-c2ccc(F)cc2)ccc1=O)Nc1ccc(C(=O)NC2CC2)cc1	-14.5%	-9.4	0.6%	-7.5%	-3.6%	?
COc1cccc(N/C=C/C(=O)c2ccc(Cl)cc2)c1	5.2%	121.3	-5.1%	-35.7%	-12.8%	-1.2%
CCn1c(CNC(=O)c2cccc(C)c2)nnc1SCC(=O)NC1CCCC1	0.9%	16.1	-5.9%	-2.0%	19.8%	1.2%
Cn1nnc(C(O)CNCc2cccs2)n1 (centres undefined)	-0.3%	-6.2	-9.4%	-19.9%	11.6%	-10.5%
COc1ccc(CCNc2oc(COc3ccccc3Cl)nc2C#N)cc1OC	-18.2%	19.1	-7.7%	59.0%	?	-1.1%
N#Cc1ccc(NC(=O)c2cc(=O)c3ccccc3o2)cc1	6.7%	?	1.9%	-10.2%	-14.6%	5.7%
Cc1nsc2c1ccc1ccccc12	/	-36.6	-0.7%	-8.2%	-0.4%	-3.7%
CCCOc1cccc(-c2cc(C(=O)NNC(=S)NCC)c3ccccc3n2)c1	6.7%	21.4	-13.1%	-45.6%	-23.8%	-7.1%
CCCCN1C[C@H](C)[C@@H](CC(=O)NCc2ccccc2)C1=O	4.5%	-21.0	17.7%	-15.9%	19.6%	5.0%
Cc1ccc(CN(C(=O)c2ccco2)C(C(=O)NC2CCCC2)c2ccc(N3CCOCC3)cc2)cc1 (centres undefined)	?	-10.9	1.9%	56.2%	?	-13.8%
COC(=O)c1ccc(NCN2C(=O)C3C4CCC(C4)C3C2=O)cc1 (centres undefined)	13.5%	-19.6	3.1%	-0.8%	21.6%	-6.0%
O=C(Nc1cc(C(F)(F)F)ccc1Cl)c1ccc2c(c1)CCN2S(=O)(=O)c1ccccc1	3.5%	-29.1	/	/	/	21.2%
COc1cccc(C(=O)Nc2ccc3[nH]ncc3c2)c1	-22.5%	92.6	-2.7%	-17.1%	-13.2%	-20.4%
COc1ccccc1NC(=O)c1c([N+](=O)[O-])cnn1C	-10.4%	-0.7	-0.6%	-13.4%	15.4%	3.3%
Cc1onc(-c2ccccc2Cl)c1C(=O)N1CCC(Cc2ccccc2)CC1	-15.8%	-13.6	/	101.4%[activator]	?	1.8%
S=C(NCCc1ccccc1)Nc1ccc(Cl)cc1	5.3%	-79.0*	5.2%	-34.6%	?	?
CCOc1ccc(C(c2c(O)cc(C)n(CCOC)c2=O)N2CCN(c3ccccc3)CC2)cc1 (centres undefined)	6.31µM*	1.0	/	/	/	3.6%
CCN1C(=O)c2ccccc2S(=O)c2ccc(C(=O)N3CCOCC3)cc21 (centres undefined)	15.0%	0.0	-2.1%	-4.2%	19.4%	-0.3%
Nc1nc(SCC(=O)N2CCCc3ccccc32)[nH]c(=O)c1-c1ccccc1	-5.0%	9.3	-16.7%	-12.0%	12.6%	-1.2%

Nothing new here: an excerpt of the list.
SMILES	Sm TGR inh	HCMV inh	FBPA Giardia inh	AmpC no deterg	HCV inhibitor	AmpC inh detg
COC(=O)c1ccc(NCN2C(=O)C3C4CCC(C4)C3C2=O)cc1 (centres undefined)	13.5%	-19.6	3.1%	-0.8%	21.6%	-6.0%
O=C(Nc1cc(C(F)(F)F)ccc1Cl)c1ccc2c(c1)CCN2S(=O)(=O)c1ccccc1	3.5%	-29.1	/	/	/	21.2%
COc1cccc(C(=O)Nc2ccc3[nH]ncc3c2)c1	-22.5%	92.6	-2.7%	-17.1%	-13.2%	-20.4%
COc1ccccc1NC(=O)c1c([N+](=O)[O-])cnn1C	-10.4%	-0.7	-0.6%	-13.4%	15.4%	3.3%
Cc1onc(-c2ccccc2Cl)c1C(=O)N1CCC(Cc2ccccc2)CC1	-15.8%	-13.6	/	101.4%[activator]	?	1.8%
S=C(NCCc1ccccc1)Nc1ccc(Cl)cc1	5.3%	-79.0*	5.2%	-34.6%	?	?
CCOc1ccc(C(c2c(O)cc(C)n(CCOC)c2=O)N2CCN(c3ccccc3)CC2)cc1 (centres undefined)	6.31µM*	1.0	/	/	/	3.6%
CCN1C(=O)c2ccccc2S(=O)c2ccc(C(=O)N3CCOCC3)cc21 (centres undefined)	15.0%	0.0	-2.1%	-4.2%	19.4%	-0.3%
Nc1nc(SCC(=O)N2CCCc3ccccc32)[nH]c(=O)c1-c1ccccc1	-5.0%	9.3	-16.7%	-12.0%	12.6%	-1.2%

(listing goes on)
SMILES	Sm TGR inh	HCMV inh	FBPA Giardia inh	AmpC no deterg	HCV inhibitor	AmpC inh detg
O=C(Nc1cccc([N+](=O)[O-])c1)c1ccncc1	-0.9%	22.7	0.4%	-9.8%	21.6%	-2.6%
CCOc1cccc(NCc2cc3c(C(C)(C)C)nn(-c4ccccc4)c3[nH]c2=O)c1	-5.8%	6.0	-4.7%	-19.8%	12.6µM*	-4.6%
O=C(Nc1ccc(CN2CCOCC2)cc1)c1ccc(-c2ccc(Br)cc2)o1	1.3%	?	3.3%	153.3%[activator]	8.91µM*	?
CCN1C(=O)N(CC)C2NC(=S)NC21 (centres undefined)	-1.8%	38.1	-3.2%	-2.0%	16.3%	?
CN(C)CCCN(C(=O)c1ccc(S(=O)(=O)N2CCCC2)cc1)c1nc2ccc(Br)cc2s1	-24.9%	-22.6	/	203.5%[activator]	?	-7.8%
COc1ccc(C(=O)NCCc2nnc(SCc3nc4ccccc4c(=O)[nH]3)n2C)cc1	-4.1%	-21.0	-7.7%	-21.0%	-1.3%	-6.5%
N#CC1=C(S)N=C(N)C(c2nc(-c3ccccc3)cs2)C12CCCC2 (centres undefined)	-9.4%	35.2	10.3%	-40.2%	-10.7%	-3.1%
CC(C)(C)NC(=O)Nc1cccc(Cl)c1Cl	1.9%	?	-3.6%	-0.6%	-17.9%	3.5%
Fc1ccccc1C1CCN(Cc2nc(CC3CC3)no2)C1 (centres undefined)	?	58.7	0.7%	-5.9%	-19.4%	-4.2%
CCN(CC)CCn1c2ccc(Cl)cc2c2nc(C)sc21	6.6%	6.7	-12.1%	-0.1%	?	-6.7%
CCOc1cc(C(=O)NC)cc(OCC)c1OCC	?	-27.8	5.1%	-14.0%	-2.5%	-13.6%
COc1ccc(-c2cc(-c3ccccc3)c(C#N)c(SCC(=O)Nc3ncc(C)s3)n2)cc1	11.6%	-11.6	0.4%	-33.8%	4.47µM*	-0.6%
COc1ccc(-n2c(-c3ccc(Cl)cc3)c[nH]c2=S)cc1	-3.6%	?	19.2%	-37.6%	?	-1.2%
Cc1cc(/C=N/n2cnnc2)c(C)n1-c1ccc(OCc2ccc(F)cc2)cc1	2.9%	-86.3*	-0.6%	49.5%	11.2µM*	-5.0%
COc1ccc2c(c1)CCc1c(C(=O)Nc3ccc(C#N)cc3)noc1-2	1.5%	-4.0	/	/	/	23.0%
COc1ccc2nc(C)cc(SCC(=O)O)c2c1	-19.0%&12.5%	-6.8&-18.1	-3.3%&-5.3%	-18.4%&-12.1%	1.7%&9.3%	-6.5%&-7.8%
CCCCCCC(=O)Nc1ccc(C(=O)N2CCCC2)cc1	-12.4%	31.5	0.1%	18.8%	/	-0.2%
CN(Cc1ccc(C(C)(C)C)cc1)C(=O)Cc1ccc(S(=O)(=O)N2CCOCC2)s1	-13.7%	-22.6	/	175.9%[activator]	?	-12.6%
CCn1c(COc2ccc(Cl)cc2)nnc1SCC(=O)Nc1ccc2c(c1)OCO2	-0.6%	26.9	-0.1%	-9.1%	-4.3%	2.2%
COc1ccc(CNC(=O)c2ccc(Br)cc2)cc1	17.2%	-22.3	1.3%	-2.6%	/	5.4%
COC(=O)c1ccc(C(=O)OC)c(NC(=S)N2CCCC2)c1	-20.9%	15.9	-6.3%	-18.5%	-14.8%	1.1%
O=[N+]([O-])C1=CC=C2C(=NC3(CCCCC3)N2O)C1=NCCc1ccccc1	44.7µM*	-34.5	?	-12.7%	12.0%	6.3%
Cc1nn(CC(=O)NCc2ccc(C(=O)O)cc2)c(C)c1[N+](=O)[O-]	34.5%	-8.1	0.7%	-8.1%	9.7%	?
O=C(O)CSc1nnc(CNc2cccc(C(F)(F)F)c2)n1Cc1ccco1	0.0%	30.0	8.7%	-21.0%	19.2%	-3.9%
c1ccc(Nc2nc(Nc3ccccc3)nc(N3CCNCC3)n2)cc1	4.9%	29.1	-0.1%	27.1%	-26.0%	?
CCC1C(=O)N=C(SCC(=O)Nc2ccc(C(=O)OC)cc2)NC1=O (centres undefined)	-1.5%	60.9	7.0%	-13.3%	-0.2%	6.1%
CC(C)C[C@@H](CSc1ccc(Br)cc1)N1CCN(CC(C)C)CCC1=O	?	-14.4	1.6%	76.1%[activator]	-16.8%	-6.1%
Cc1ccc(S(=O)(=O)Cc2c(C)noc2C)cc1	-0.1%	21.8	12.8%	-7.1%	17.7%	?
c1ccc2c3c([nH]c2c1)C1(CCNCC1)NCC3	-23.2%	4.4	3.8%	-15.4%	?	7.8%
O=C(CN1CCN(Cc2ccc3c(c2)OCO3)CC1)Nc1ccc(F)cc1	-12.5%	-14.5	0.7%	-2.2%	0.0%	-11.2%
COc1ccc(/C=C2\SC(=S)N(CCCC(=O)Nc3ccc(C(=O)O)cc3)C2=O)cc1OC	6.3%	-7.6	-8.2%	-29.4%	21.3%	?
Cc1ccnc(NS(=O)(=O)c2ccc(NS(=O)(=O)c3ccc(Br)cc3)cc2)n1	-8.1%	-14.3	-1.5%	-23.4%	-14.8%	?
C/C(=N\NC(=O)c1cccc2ccccc12)c1cccnc1	6.8%	2.3	12.2%	-24.6%	-6.5%	2.1%
Cc1ccc(NC(=O)c2ccc3nc(Cc4ccccc4)oc3c2)cc1F	9.5%	-23.2	/	/	/	1.4%
CCSc1ncc(Cl)c(C(=O)N(Cc2ccc(N(C)C)cc2)C2CCS(=O)(=O)C2)n1 (centres undefined)	-1.6%	29.9	-23.7%	43.8%	-11.8%	3.2%
O=C(c1ccccc1)c1ccc(CN2C(=O)c3ccccc3C2=O)o1	4.0%	6.1	2.5%	-19.9%	0.5%	?
CC(C)(C)OC(=O)N1CCOCCOCCN(C(=O)OC(C)(C)C)CCOCC1	0.0%	28.9	4.9%	88.6%[activator]	0.7%	-7.6%
O=C(CCNC(=O)c1ccc(Br)cc1)Nc1ccc(S(=O)(=O)Nc2ncccn2)cc1	-2.0%	-4.3	/	-28.0%	18.9%	-9.6%
CC(=O)c1c(C)[nH]c(C(=O)CSc2nnc(-c3cccs3)n2Cc2ccccc2)c1C	-25.7%	-13.1	-3.5%	28.7%	2.82µM*	0.3%
